From PubChem
PREPL inh – inhibitors of human prolyl oligopeptidase-like enzyme PREPL; AID 2751; Q4J6C6; recombinant PREPL, fluorescence polarization activity-based probe; inhibition, % at 5.96 µM; actives 0.68% (n = 320,000); in the data active = inhibition above about 43%;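 note: 0% = enzyme with DMSO and 100% = wells lacking enzyme; many of its hits are not listed in these tables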
GSTO1 inh – blocks human GSTO1 in RBBP9 counter-screen; recombinant GSTO1, activity-based probe fluorescence polarization; inhibition, % at 5.96 µM; actives 1.1% (n = 300,000);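 active = inhibition above the campaign mean inhibition plus 3 SD, cut at about 35% in these data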;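 note: 0% = GSTO1-1 with DMSO and 100% = wells lacking GSTO1-1 enzyme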
PAFAH1B2 FP inh – blocks human PAF acetylhydrolase 1b catalytic subunit 2. P68402. recombinant PAFAH1B2, FP-rhodamine activity probe, fluorescence polarization. inhibition, % at 3.39 µM. actives 1.2% (n = 340,000). AID 492953;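 active = inhibition above the mean of all tested compounds plus 3 SD, cut at about 24% in these data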;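 note: 0% = enzyme with DMSO and 100% = wells lacking PAFAH1B2; many of its hits are not listed in these tables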
Target sequence (P68402 whole entry, looked up): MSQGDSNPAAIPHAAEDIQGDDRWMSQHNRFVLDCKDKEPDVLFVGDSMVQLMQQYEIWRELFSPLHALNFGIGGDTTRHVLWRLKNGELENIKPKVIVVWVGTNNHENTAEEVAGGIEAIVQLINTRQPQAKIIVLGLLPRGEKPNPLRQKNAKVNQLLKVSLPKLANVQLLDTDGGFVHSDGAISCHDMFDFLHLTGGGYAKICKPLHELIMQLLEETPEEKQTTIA
PME-1 inh – PME-1 (human) inhibition | inhibition, % at 5.9 µM | recombinant PME-1, FP-Rh probe fluorescence polarization | Q9Y570 | AID 2130 | actives 0.53% (n = 320,000);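 active = inhibition above the campaign mean of all compounds plus 3 SD, cut at about 26% in these data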;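 note: competitive labeling of PME-1 active site by serine hydrolase directed probe; 0% = PME-1 with DMSO and 100% = wells lacking PME-1 enzyme; inhibitors block probe labeling so polarization falls and inhibition rises; many of its hits are not listed in these tables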
pPAFAH FP inh – inhibitors of human plasma PAF acetylhydrolase (pPAFAH). Q13093. recombinant pPAFAH, FP-rhodamine probe fluorescence polarization. inhibition, % at 3.39 µM. actives 1.5% (n = 330,000);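 active = inhibition above the mean inhibition across the screen plus 3 SD, cut at about 25% in these data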;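 note: inhibitors block binding of the rhodamine activity-based probe so polarization drops; 0% = enzyme with DMSO and 100% = wells lacking pPAFAH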
Target sequence (Q13093 whole entry, looked up): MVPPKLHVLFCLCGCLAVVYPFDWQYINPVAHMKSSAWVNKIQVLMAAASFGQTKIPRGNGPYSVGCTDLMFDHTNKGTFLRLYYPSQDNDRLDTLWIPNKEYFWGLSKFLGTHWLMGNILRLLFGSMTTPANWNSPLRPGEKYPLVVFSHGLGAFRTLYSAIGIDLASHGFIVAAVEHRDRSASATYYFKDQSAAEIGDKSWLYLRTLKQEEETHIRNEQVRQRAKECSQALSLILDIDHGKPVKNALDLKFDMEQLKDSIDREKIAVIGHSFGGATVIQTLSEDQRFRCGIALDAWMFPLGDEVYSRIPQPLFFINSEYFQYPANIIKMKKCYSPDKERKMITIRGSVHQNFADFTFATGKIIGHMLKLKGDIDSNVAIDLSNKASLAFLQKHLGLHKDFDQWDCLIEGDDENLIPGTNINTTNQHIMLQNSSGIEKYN
PAD4 FP inh – inhibitors of human PAD4; Q9UM07; recombinant PAD4, RCA probe fluorescence polarization; inhibition, % at 6.36 µM; actives 0.41% (n = 330,000); AID 485272;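 active = percent inhibition above a cutoff equal to the mean of all tested compounds plus 3 SD, cut at about 15% in these data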;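 note: 0% = PAD4 with RCA probe and DMSO and 100% = probe without PAD4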
LYPLA1 counter – LYPLA1 (human) inhibition in PME1 counter-screen. O75608. recombinant LYPLA1, FP-Rh probe fluorescence polarization. inhibition, % at 5.9 µM. actives 0.16% (n = 320,000). AID 2174;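 active = inhibition above the mean of all tested compounds plus 3 SD, set per campaign, cut at about 14% in these data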;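 note: inhibitors block serine hydrolase probe labeling of LYPLA1 so polarization falls; 0% = enzyme with DMSO and 100% = wells lacking LYPLA1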
LYPLA2 inh – counter-screen for PME1 inhibitors: inhibitors of human LYPLA2; O95372; recombinant LYPLA2, FP-Rh probe fluorescence polarization; AID 2177; actives 0.38% (n = 320,000); inhibition, % at 5.9 µM;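 active = inhibition above the screen-wide mean plus 3 SD, limit set per campaign, cut at about 26% in these data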;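 note: 0% = LYPLA2 with DMSO and 100% = wells lacking LYPLA2 enzyme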
PAFAH1B3 inh – inhibitors of human PAFAH1B3; actives 0.28% (n = 340,000); inhibition, % at 3.39 µM; recombinant PAFAH1B3, FP-rhodamine probe, fluorescence polarization; Q15102;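 active = inhibition above the screen-wide average of all tested compounds plus 3 SD, cut at about 25% in these data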;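 note: 0% = enzyme with DMSO only and 100% = wells lacking PAFAH1B3 protein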
Target sequence (Q15102 whole entry, looked up): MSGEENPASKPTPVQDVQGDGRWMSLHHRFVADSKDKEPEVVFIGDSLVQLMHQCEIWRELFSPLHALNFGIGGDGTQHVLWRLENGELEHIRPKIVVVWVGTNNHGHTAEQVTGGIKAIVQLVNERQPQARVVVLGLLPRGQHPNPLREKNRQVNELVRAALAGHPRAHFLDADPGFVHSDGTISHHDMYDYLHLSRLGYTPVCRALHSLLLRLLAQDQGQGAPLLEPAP
Active calls of the source: *; · = no result given.

The line under a structure holds: PREPL inh, GSTO1 inh, PAFAH1B2 FP inh, PME-1 inh, pPAFAH FP inh, PAD4 FP inh, LYPLA1 counter, LYPLA2 inh, PAFAH1B3 inh
- COc1ccc(C(=O)N/N=C(\C)CC(=O)Nc2cccc(C(F)(F)F)c2)cc1
→ -1, -1, 1, -3, -1, 3, -5, -9, -3
- CC1(C)CCC(=O)N2CC[C@H]3C[C@H](OC(=O)Nc4ccccc4)C[C@@H]1[C@H]32
→ -4, 6, 2, 5, 1, -6, 0, -1, -1
- CC(C)CC(=O)N1CCN(CC2CC=CCC2)CC1 (configuration not stated)
→ 10, 10, 2, 1, -2, 1, 1, 10, 4
- COC(=O)c1ccccc1NC(=O)CN(C)S(=O)(=O)c1ccc(OC)c(C)c1
→ -3, 5, 2, 4, 0, 0, 1, 3, -5
- CCOC(=O)C1CCN(C(=O)C(C)Oc2ccc(C(=O)c3ccccc3)cc2)CC1 (configuration not stated)
→ 12, ·, 0, 2, 2, -1, -2, -4, 3
- O=C(CC1Oc2ccccc2NC1=O)NCc1ccccc1 (configuration not stated)
→ 0, 1, 7, -3, -5, -5, 1, -3, 2
- O=c1c(Cl)c(Cl)cnn1Cc1ccccc1Cl
→ -6, 19, ·, 2, 4, 6, -4, -2, ·
- CCCOP(=O)(c1ccc(N(C)C)cc1)C(O)c1ccccc1OC (configuration not stated)
→ 4, 3, 3, -1, 1, -1, -6, -1, 7
- COCC(O)CSc1nc(C)[nH]c1[N+](=O)[O-] (configuration not stated)
→ 13, 7, 1, -2, -5, 0, -3, -5, 3
- COc1ccccc1NC(=O)Nc1ccc(C(=O)N2CCCCC2)cc1
→ -7, 1, 8, -3, 3, -7, 2, 2, 3
- N#Cc1c2n(c(=S)n(-c3ccc(F)cc3)c1=O)CCCCC2
→ 9, -4, 2, 0, 1, -4, -1, -2, 5
- O=C(Nc1ccc(Nc2ccccc2)cc1)c1ccc(F)cc1
→ 3, -3, 6, -2, 5, 3, -6, 7, 10
- Cc1ccccc1CN(C)CCS(=O)(=O)c1cc(Cl)ccc1Cl
→ 10, 7, 9, 6, 0, 1, -4, -6, 10
- COc1ccc(-n2c3c(cc(C(=O)N4CCN(CCO)CC4)c2=O)C(=O)CC(C)(C)C3)cc1
→ -13, 4, 9, -2, 1, -5, -3, -1, 1
- Cc1ccc(N=Cc2nc(/C=C/c3cccc([N+](=O)[O-])c3)oc2O)cc1
→ 8, 8, 0, 27*, -2, 0, -5, 3, -5

Later entries:
The line under a structure holds: PREPL inh, GSTO1 inh, PAFAH1B2 FP inh, PME-1 inh, pPAFAH FP inh, PAD4 FP inh, LYPLA1 counter, LYPLA2 inh, PAFAH1B3 inh
- CC1CN(c2ccnc3cc(Cl)ccc23)CC(C)O1 (configuration not stated)
→ -5, -2, 1, -4, 0, -1, 2, 2, -5
- Cn1c(=O)c(-c2ccccc2)nc2ccccc21
→ -2, 2, 7, 2, -5, 0, 0, -6, 6
- O=C(Cn1c(-c2ccccc2)noc1=O)Nc1ccc(S(=O)(=O)N2CCOCC2)cc1
→ 2, -2, 14, -1, 1, -2, -1, 3, 4
- Cc1nn(-c2ccccc2Cl)c(Cl)c1/C=N/Nc1cccc(C(=O)O)c1
→ 9, 1, 0, -2, -4, 1, 1, 6, 4
- O=C1C2C3C=CC(C3)C2C(=O)N1CN(Cc1ccccc1)CN1C(=O)C2C3C=CC(C3)C2C1=O (configuration not stated)
→ -5, 1, -2, -4, -2, 2, -1, -2, 1
- O=C(Nc1ccccc1)OCCOc1cccc(Br)c1
→ -21, 4, -1, -1, 4, -1, -7, -1, 2
- CC(C)NS(=O)(=O)c1ccc(CCC(=O)NCc2ccco2)cc1
→ -10, 0, 1, -5, 2, -2, 0, -1, 8
- O=C(O)CN(c1ccccc1[N+](=O)[O-])S(=O)(=O)c1ccccc1
→ -1, 12, 0, 3, 3, -3, 1, 0, 4
- Cc1ccc(S(=O)(=O)N2CCOCC2)cc1NC(=O)CNCc1ccccn1
→ -20, -1, 8, -2, -4, -1, -5, -5, 1
- O=C(O)CCCCCN1C(=O)/C(=C\c2ccc(-c3ccc(Cl)cc3)o2)SC1=S
→ -2, 1, -2, -8, 1, -2, -2, -1, 4
- COCCNC(=O)C(c1ccc(F)cc1)N(C(=O)CCC(=O)Nc1nccs1)c1cccc(C)c1 (configuration not stated)
→ 11, 7, 5, 5, 1, 2, -5, -3, 5
- COc1ccc(N(CC(=O)Nc2c(C)n(C)n(-c3ccccc3)c2=O)S(=O)(=O)c2ccc(C)cc2)cc1
→ 0, 2, 9, 3, 5, -1, 2, -4, 6
- COc1ccc(/C=N\NC(=O)c2ccccc2)cc1COc1ccccc1
→ -18, -8, 1, 0, 8, 3, -12, -14, 6
- O=C(CSc1nc2cc(Cl)ccc2s1)N1CCCc2ccccc21
→ 6, 10, -2, -3, -2, 0, -4, -11, -1
- O=C(c1cccc(OC2CCN(C3CCCC3)CC2)c1)N1CCCCCCC1
→ -9, -3, 2, -8, -6, -7, 0, -5, 11

Compound profiles (already shown). Order of values: PREPL inh	GSTO1 inh	PAFAH1B2 FP inh	PME-1 inh	pPAFAH FP inh	PAD4 FP inh	LYPLA1 counter	LYPLA2 inh	PAFAH1B3 inh
Profile of O=C(O)CN(c1ccccc1[N+](=O)[O-])S(=O)(=O)c1ccccc1 → -1	12	0	3	3	-3	1	0	4
Profile of COc1ccc(/C=N\NC(=O)c2ccccc2)cc1COc1ccccc1 → -18	-8	1	0	8	3	-12	-14	6
Profile of Cc1nn(-c2ccccc2Cl)c(Cl)c1/C=N/Nc1cccc(C(=O)O)c1 → 9	1	0	-2	-4	1	1	6	4
Profile of O=C1C2C3C=CC(C3)C2C(=O)N1CN(Cc1ccccc1)CN1C(=O)C2C3C=CC(C3)C2C1=O (configuration not stated) → -5	1	-2	-4	-2	2	-1	-2	1
Profile of COc1ccc(C(=O)N/N=C(\C)CC(=O)Nc2cccc(C(F)(F)F)c2)cc1 → -1	-1	1	-3	-1	3	-5	-9	-3

Next records follow:
The line under a structure holds: PREPL inh, GSTO1 inh, PAFAH1B2 FP inh, PME-1 inh, pPAFAH FP inh, PAD4 FP inh, LYPLA1 counter, LYPLA2 inh, PAFAH1B3 inh
- Cc1cccc(N2CCN(c3ccc(N4C(=O)CCCC4=O)cc3[N+](=O)[O-])CC2)c1C
→ 11, 4, 4, 4, 7, -1, -5, 4, 11
- CCOc1ccc(NC2=NCCC(=O)N2Cc2cccs2)cc1
→ 9, 5, -2, 3, -2, 2, 0, 14, 6
- CCC(=O)OCC(=O)N=c1sccn1Cc1ccccc1Cl
→ -3, 5, 3, 0, 2, -1, -1, 4, 4
- CC(=O)Nc1ccc(NC(=O)COC(=O)c2ccc(C)s2)cc1
→ 3, 5, 1, 0, 6, -4, -4, 3, 7
- CC(=O)NC1N=C(C)N(c2ccccc2)C1=O (configuration not stated)
→ 1, 18, 7, 4, 1, -18, 1, -3, -4
- Cc1ccc(-n2nc3c4c(cccc4c2=O)-c2ccccc2-3)cc1
→ 4, -3, -3, -20, 3, -1, -5, -1, 5
- Cc1ccccc1NC(=S)Nn1cnnc1
→ 1, 14, 3, 0, 5, 1, 3, 9, -14
- CCOC(=O)c1oc2ccccc2c1COC(=O)CNC(=O)c1ccccc1
→ 6, 1, -1, -1, 5, 0, 2, 5, -12
- COc1cccc(C2CC(c3cccs3)=NN2C(=O)CSC2=NN3CCCC(=O)N=C3S2)c1OC (configuration not stated)
→ 5, 7, -3, -2, -4, -3, -2, -3, -1
- CCN1C(=O)Cc2cc(S(=O)(=O)N3CCOCC3)ccc21
→ 15, 14, 6, -2, 1, -1, 0, -2, 9
- COc1ccc(CSc2nnnn2Cc2ccccc2)cc1OC
→ 7, 9, 5, 0, 5, 2, -1, 2, 1
- CC1=C(C(=O)Nc2ccccc2)C(c2ccncc2)C(C#N)=C(SCC(=O)NC(C)C)N1 (configuration not stated)
→ -4, -1, 2, 1, 3, 2, -1, 4, -4
- C=CCc1ccc(OCC(O)COCC)c(OC)c1 (configuration not stated)
→ 12, 6, 3, 1, 3, 0, 0, 3, 3
- CCN(CC)c1ncccc1C(=O)NCc1cccs1
→ 7, 2, 4, 3, -1, -3, 3, 1, -6
- COc1cc(NC(=O)Nc2cccc(C(C)=O)c2)cc(OC)c1OC
→ 6, 1, 3, -1, 0, 0, 0, 1, 10

New compounds follow
The line under a structure holds: PREPL inh, GSTO1 inh, PAFAH1B2 FP inh, PME-1 inh, pPAFAH FP inh, PAD4 FP inh, LYPLA1 counter, LYPLA2 inh, PAFAH1B3 inh
- CCOC(=O)Cc1csc(NC(=O)c2ccc(F)cc2)n1
→ 8, 4, 4, -1, 2, -3, 1, -3, 2
- CC1CC(C)CN(C(=O)COC(=O)c2ccc3c(c2)C(=O)N(Cc2ccco2)C3=O)C1 (configuration not stated)
→ 4, ·, 7, 4, 6, -2, 2, 6, 9
- Cc1ccc(S(=O)(=O)N2C(=O)CCC2C(=O)Nn2cnnc2)cc1 (configuration not stated)
→ 7, -3, 4, -7, 3, 1, -3, 2, 0
- COc1cccc(N(C(=O)Cn2nnc(-c3ccc(F)cc3)n2)C(C(=O)NCC2CCCO2)c2ccc(Cl)cc2)c1 (configuration not stated)
→ 2, -3, 1, -4, 3, -6, 1, 1, -1
- CC(C)Cn1c(CCC(N)=O)nnc1SC(C)C(=O)Nc1ccc2c(c1)OCO2 (configuration not stated)
→ 7, ·, 5, -3, 7, 1, 1, 2, -1
- CC(C)(C)NC(=O)C(c1ccncc1)N(C(=O)CNC(=O)c1ccco1)c1ccc(F)cc1 (configuration not stated)
→ 6, -1, 3, -2, 2, 0, 4, 3, 5
- COC(=O)c1ccc(C)c(NC(=O)CSc2nc3[nH]c(=O)cc(O)c3s2)c1
→ 4, ·, 3, -3, 11, 3, -2, -1, 4
- O=C(CCC(=O)N1CCOc2ccccc21)NCc1cccnc1
→ 13, -3, -3, -3, 0, 0, 0, 1, -1
- C/C(=N/NC(=O)CCC(=O)Nc1ccc(Br)cc1)c1ccc(Br)cc1
→ -2, 2, 3, 3, 2, 2, 7, 8, 11
- CN(C)CCOC(=O)COc1ccc(Cl)cc1
→ 1, 1, 10, -4, 3, -1, 0, 1, -5
- CCOC(=O)/C(C)=N/NC(=O)c1cccc([N+](=O)[O-])c1
→ 17, 4, 3, -1, 0, 3, -2, -5, 6
- NS(=O)(=O)c1ccc(CCNC(=O)C(=O)c2cn(CC(=O)N3CCOCC3)c3ccccc23)cc1
→ -1, -1, 4, -4, 1, -4, 2, 5, 6
- O=C(NNC1=Nc2cc([N+](=O)[O-])ccc2OC1)c1ccccc1Cl
→ 32, 11, 1, 1, -5, 2, -2, -8, 4
- CC(C)(C)c1ccc(S(=O)(=O)NNC(=O)C2CCN(Cc3cccc(F)c3)CC2)cc1
→ 17, -11, 9, 0, 3, -2, 9, 6, 3
- C/C(=N\NC(=O)c1ccc([N+](=O)[O-])cc1Cl)c1ccccc1
→ -3, 5, 6, -8, 3, 0, 2, 3, 5

Molecules shown so far with a cyano group:
The line under a structure holds: PREPL inh, GSTO1 inh, PAFAH1B2 FP inh, PME-1 inh, pPAFAH FP inh, PAD4 FP inh, LYPLA1 counter, LYPLA2 inh, PAFAH1B3 inh
- N#Cc1c2n(c(=S)n(-c3ccc(F)cc3)c1=O)CCCCC2
→ 9, -4, 2, 0, 1, -4, -1, -2, 5
- CC1=C(C(=O)Nc2ccccc2)C(c2ccncc2)C(C#N)=C(SCC(=O)NC(C)C)N1 (configuration not stated)
→ -4, -1, 2, 1, 3, 2, -1, 4, -4

These rows are one share of the data, so the mix of outcomes need not match the whole.
